# Tb PYK inh = T. brucei pyruvate kinase inhibition; Q57TT1; TbPYK enzyme, Kinase-Glo Plus ATP luminescence, 45 min; Potency, µM (top dose mostly 76.8 µM), for inactives: top-dose activity, negative = inhibition, hits mostly inhibitors; actives 0.12% (n = 410,000); AID 624173; further: potency means the concentration at half of the fitted maximal effect; on the % scale 0 is the no-effect control and ±100 the full control effect; nearly all actives have a fitted effect of over 50% in size
#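 Assay buffer: 50 mM TEA pH 7.2, 100 mM KCl, 10 mM MgCl2, 0.05% BSA, 0.01% Tween-20. Pyruvate kinase from T. brucei plus substrate met compound, then ADP (130 uM final). Luminescence was read post 45 min RT.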
# LmPK inhibitor = blocks Leishmania mexicana pyruvate kinase activity. Q27686. purified LmPK, Kinase-Glo ATP luminescence, 1 h. Potency, µM (titrated, usually from 57.5 µM), without a hit: at the top dose activity change, negative = inhibition, actives largely listed as inhibitors. actives 0.37% (n = 290,000); further: potency means the concentration at half of the fitted maximal effect; on the % scale 0 is the no-effect control and ±100 the full control effect
# Target sequence (Q27686 whole entry, looked up): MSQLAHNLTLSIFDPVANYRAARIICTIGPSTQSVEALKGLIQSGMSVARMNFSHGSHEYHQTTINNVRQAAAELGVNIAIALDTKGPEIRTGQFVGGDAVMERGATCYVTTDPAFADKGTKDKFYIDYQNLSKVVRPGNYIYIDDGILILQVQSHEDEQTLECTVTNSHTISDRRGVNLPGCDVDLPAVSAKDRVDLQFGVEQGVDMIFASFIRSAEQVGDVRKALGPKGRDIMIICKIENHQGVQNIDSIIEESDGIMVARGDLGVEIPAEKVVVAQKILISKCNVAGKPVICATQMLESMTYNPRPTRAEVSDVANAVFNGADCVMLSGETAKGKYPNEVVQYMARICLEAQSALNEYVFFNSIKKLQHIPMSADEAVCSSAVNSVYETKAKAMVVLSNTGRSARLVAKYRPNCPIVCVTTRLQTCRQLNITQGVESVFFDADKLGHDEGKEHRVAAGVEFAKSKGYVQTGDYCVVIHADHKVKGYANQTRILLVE
#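 0.1 nM LmPK, 0.5 mM PEP, 0.1 mM ADP; 50 mM imidazole pH 7.2, 7 mM MgCl2, 50 mM KCl; 1 h RT. Kinase-Glo luminescence readout, normalized to no-enzyme (full inhibition) and uninhibited wells.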
# Pf growth 96h = P. falciparum growth inhibition at 96 hours; P. falciparum luciferase reporter growth, 96 h; Potency, µM (top dose mostly 28.7 µM), without a hit: at the top dose activity change, negative = inhibition, hits mostly inhibitors; actives 6.9% (n = 320,000); AID 504834; further: potency means the concentration at half of the fitted maximal effect; on the % scale 0 is the no-effect control and ±100 the full control effect
#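 P. falciparum expressing integrated firefly luciferase grown in erythrocytes (2% hematocrit, 0.05% parasitemia final) with compounds for 96 hours at 37 C, 5% CO2. Growth inhibition read as loss of luminescence after adding luciferase detection reagent.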
# Pf growth 48h = inhibits P. falciparum growth in the first generation, 48 h | P. falciparum luciferase growth in erythrocytes, 48 h | Potency, µM (series often up to 28.7 µM), without a hit: at the highest dose activity change, negative = inhibition, actives largely listed as inhibitors | actives 5.9% (n = 310,000) | AID 504832; further: potency means the concentration at half of the fitted maximal effect; on the % scale 0 is the no-effect control and ±100 the full control effect
#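 Erythrocytes infected with P. falciparum carrying an integrated firefly luciferase reporter (2% hematocrit, 0.1% parasitemia final) were exposed to compounds in RPMI 1640 with 0.5% Albumax at 37 C, 5% CO2. Growth inhibition was scored as reduced luminescence.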
# AMA1 RON2 block = AMA1-RON2 (P. falciparum) interaction inhibition; AlphaScreen AMA1-biotinylated RON2 peptide binding; Potency, µM (series often up to 58.2 µM), inactives show top-dose activity change, negative = inhibition, usual class: inhibitors; actives 0.2% (n = 360,000); AID 720542;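 further: potency means the concentration at half of the fitted maximal effect; 0% = vehicle wells and -100% = peptide control; nearly all actives have a fitted effect of over 45% in size; some results filed as inactive show a strong effect at the top dose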
#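 AMA1 (3D7) with his tag at 25 nM final met compounds first, then biotinylated RON2 peptide at 25 nM; detection used donor plus acceptor beads, 10 µg/mL apiece, read by AlphaScreen after 30 min at room temperature.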
# Shiga toxin inh = Shiga toxin inhibition; inhibition, % at 38.7 µM; Vero cells, Shiga toxin protein synthesis inhibition reporter; actives 9.2% (n = 290,000); AID 2315; in the data active means inhibition mostly above about 28%, no sharp cut-off; inactive means mostly below about 43%; further: 0% is about no effect
# CHX counter = affects cycloheximide protein synthesis inhibition readout, counter-screen; cell reporter, cycloheximide protein synthesis inhibition counterscreen; max response, %; actives 12% (n = 300,000); AID 2314; in the data active means max response mostly above about 13%, no sharp cut-off; inactive means mostly below about 14%; further: read at 38.3 µM for the half of the compounds with a filed dose; 0% is about no effect
# * hit, by the source's call; ? = inconclusive; nt = no result given; + = active, no number; & = joins results of further samples; [ ] = another dose, or the depositor's remark. Unless noted, the call rests on the fitted dose curve; in most records, active means well fitted curve in the direction sought with a large enough effect; inconclusive means small, poorly fitted or top-dose-only effect, or another doubt; inactive means no such curve, though single readings can be large; an effect the other way counts as inactive or inconclusive.
SMILES,Tb PYK inh,LmPK inhibitor,Pf growth 96h,Pf growth 48h,AMA1 RON2 block,Shiga toxin inh,CHX counter
CCOc1cc(CC(=O)N[C@@H](CC(C)C)c2ccccc2N2CCCCC2)ccc1C(=O)O,4%,5%,29%[12.8 µM],4%[12.8 µM],-8%,17,-5
COC(=O)c1cccc(C23CC4(C2)[C@H](CN(Cc2ccc(-c5ccccc5)cc2)[C@@H]4c2ccccc2)C3c2ccc(Cl)nc2)c1 (some centres undefined),-4%,-6%,?,?,4%,-11,6
C=CCC(=O)N1CCCC(C(=O)c2ccc(Cl)cc2)C1 (centres undefined),5%,-4%,?,-5%,9%,4,-3
Cc1ccc(Nc2cc(C)nc3ncnn23)c(Cl)c1,-2%,-3%,?,0%,10%,-8,-3
COC(=O)c1cc(C)sc1NC(=O)c1ccco1,7%,-3%,24%,27%,7%,-5,-1
COc1cccc(-n2c(=O)c3ccccc3n(CC(=O)NCC3CCCO3)c2=O)c1 (centres undefined),-3%,4%,0%,14%,38%[activator],-1,1
O=C(COc1ccccc1Cl)Nc1ccc(CN2CCOCC2)cc1,0%,-2%,51%,0%,5%,8,21*
CCOC(=O)c1cnc(SCC(=O)N2CCOCC2)nc1N,8%,3%,?,-20%,-16%,-2,-3
CCCCN=C1C([N+](=O)[O-])=CC=C2C1=NC1(CCCCC1)N2O,-11%,-11%,1%,18%,-16%,17,4
CCOC(=O)C1CCCN(c2c(N3CCC(N4CCCCC4)CC3)c(=O)c2=O)C1 (centres undefined),-2%,9%,-8%,nt,0%,-12,-4
O=C(O)CC1=C(Nc2ccccc2)C(=O)N(c2ccccc2)C1c1ccc(Br)cc1 (centres undefined),0%,-7%,?,15%,19%,79*,25*
O=C(CNC(=O)Cc1ccc(Cl)cc1)NCc1ccco1,4%,-1%,-22%,6%,18%,-7,-1
CC1CC(=S)Nc2ccccc2S1 (centres undefined),2%,-2%,?,?,107%[activator],13,-4
CC(=O)Nc1cc(-n2cnnn2)ccc1C,-18%,2%,?,-22%,-18%,11,-2
Cc1ccc(-c2ccc(SCC(=O)Nc3nonc3C)nn2)cc1,-9%,0%,-5%,56%[activator],2%,42*,27*
COc1ccc(-n2c(SCC(=O)NCCC(C)C)nc3ccsc3c2=O)cc1,-16%,4%,?,?,-2%,-14,-2
C/C(=N\NC(=O)CSc1nc(C)cc(C)n1)c1cccc([N+](=O)[O-])c1,-7%,-5%,-4%,25%,1%,-6,-4
CCn1c(CCNC(=O)c2ccc(OC)cc2)nnc1SCc1ccc(Cl)cc1Cl,-4%,-5%,31%[activator],?,-16%,-17,-2
O=C(Cc1ncc(C(F)(F)F)cc1Cl)NCCc1ccccc1,-3%,-4%,44%[activator],336%[activator],-9%,17,-1
C/C=C/C(=O)OCC(=O)Nc1ccc(F)cc1Cl,2%,-2%,43%[activator],3%,-3%,-9,9
O=C(NC1CCCC1)C(c1ccsc1)N(CCc1ccccc1)C(=O)Cc1cccs1 (centres undefined),6%,-1%,-13%,?,-1%,-7,0
CCN(CC(=O)Nc1c(F)cccc1F)C(=O)COc1ccc2c(c1)CCC2,-2%,nt,1%,-4%,65%[activator],nt,nt
CC(=O)c1ccc(Sc2ccccn2)c([N+](=O)[O-])c1,0%,-3%,9%,14%,0%,29,-1
CSc1nc(=S)n(Cc2ccccc2)c(C)c1C(C)=O,-4%,-1%,-12%,-18%,-2%,7,-4
CCS(=O)(=O)N1CCC(C(=O)NCc2ccccn2)CC1,2%,1%,?,-9%,34%[activator],-18,-2
O=C1OCC/C1=C\c1ccccc1,8%,1%,0%,20%,14%,-19,-4
CC(C)(C)C1CCC(=NNC(=O)C(=O)NCc2cccnc2)CC1 (centres undefined),-1%,0%,0%,11%[5.75 µM],19%,7,1
Cc1nnc(N2C(=O)C(=O)/C(=C(/O)c3ccc4c(c3)OCCO4)C2c2ccc(F)cc2)s1 (centres undefined),4%,1%,21%,19%,53%[activator],23,3
Cc1ccc(OC(=O)c2cccc([N+](=O)[O-])c2)c(-n2nc3ccccc3n2)c1,-7%,-8%,164%[activator],205%[activator],-14%,12,27*
CN(C)C(CNC(=O)c1cccc(S(=O)(=O)N(C)C)c1)c1ccccc1 (centres undefined),1%,0%,nt,14%,13%,-11,8
COc1cc(C=O)ccc1OCCCOc1ccc([N+](=O)[O-])cc1,-8%,0%,2%,1%,-8%,10,-2
O=C(N/N=C/c1ccc(Br)o1)/C(=C/c1ccc([N+](=O)[O-])cc1)NC(=O)c1ccccc1,0%,0%,-1%,6%,35%[activator],-3,-3
Cc1oc(-c2ccccc2)[n+]([O-])c1C,3%,-5%,-27%,9%,17%,-12,-1
CCC(=O)N1CCN(c2ccccc2NC(=O)Cc2ccc(Cl)cc2)CC1,-4%,0%,3%,-23%,?,-7,-2
Fc1ccc(Nc2ccnc(Nc3ccc(F)cc3)n2)cc1,1%,7%,?,2.3µM*,-1%,+,72*
O=C(COC(=O)CCC(=O)c1cccs1)Nc1ccc(Cl)cn1,-15%,1%,-8%,-6%,-2%,-4,7
CC(C)Cc1n[nH]c(=O)c2c1nnn2Cc1ccccc1F,7%,7%,25%,?,4%,2,3
NCCCC[C@H]1CNC(=S)N1CC1CCCCC1,1%,3%,4%,4%,6%,10,5
O=C(CSc1nncc2ccccc12)Nc1cccc(C(=O)O)c1,-13%,3%,103%[activator],75%[activator],-16%,99*,40*
Cc1cc(=O)n2nc(N3CCC(C(=O)NCCc4ccc(Cl)cc4)CC3)sc2n1,-9%,1%,0%,-22%,3%,-2,1

# Profiles, looked up by structure. Values in the order: Tb PYK inh, LmPK inhibitor, Pf growth 96h, Pf growth 48h, AMA1 RON2 block, Shiga toxin inh, CHX counter
# COc1cc(C=O)ccc1OCCCOc1ccc([N+](=O)[O-])cc1 reads -8%, 0%, 2%, 1%, -8%, 10, -2
# O=C(CSc1nncc2ccccc12)Nc1cccc(C(=O)O)c1 reads -13%, 3%, 103%[activator], 75%[activator], -16%, 99*, 40*
# O=C(COC(=O)CCC(=O)c1cccs1)Nc1ccc(Cl)cn1 reads -15%, 1%, -8%, -6%, -2%, -4, 7

# Next section
SMILES,Tb PYK inh,LmPK inhibitor,Pf growth 96h,Pf growth 48h,AMA1 RON2 block,Shiga toxin inh,CHX counter
O=C(Nc1ccc(Cl)c(Cl)c1)c1ccccc1,0%,nt,102%[activator],110%[activator],1%,nt,nt
CN1C(=O)C(Cc2nc3ccccc3c(=O)n2-c2ccccc2)c2ccccc21 (centres undefined),7%,-1%,?,?,-12%,-10,-4
COC(=O)NC1(C(F)(F)F)C(=O)Nc2c1c(=O)n(C)c(=O)n2C (centres undefined),5%,-1%,0%,13%,2%,-15,-3
NS(=O)(=O)c1ccc(NC(=O)COC(=O)c2ccc(Cl)cc2[N+](=O)[O-])cc1,4%,8%,6%,39%[activator],-1%,28,-1
O=C(CN1CCCCCC1)Nc1cccc(Br)c1,6%,-5%,58%[activator],-1%,-4%,-11,-1
O=C(CCNS(=O)(=O)c1c(Cl)cccc1Cl)OCC(=O)c1ccccc1F,-4%,0%,67%[activator],6%,9%[11.6 µM],+,11
Cn1cc(C(=O)NC2CCCCCC2)c(=O)c2cc(S(=O)(=O)N3CCCC3)ccc21,4%,4%,41%[activator],5%,9%,-10,0
CC1Cc2ccccc2N1S(=O)(=O)c1cnc(Cl)c(Br)c1 (centres undefined),7%,1%,?,-29%,-4%,-11,1
CC1CCN(Cc2c(C(=O)N/N=C/c3ccccc3O)nnn2-c2nonc2N)CC1,-6%,8%,-9%,?,88%[activator],-17,-2
CN1CCN(Cc2ccc3ccccc3c2)CC1,-13%,-4%,12µM*,?,-1%,9,-2
CCOC(=O)c1c(NC(=O)COC(=O)CCOc2ccc(OCC)cc2)sc(C(=O)N(C)C)c1C,-4%,nt,8%,?,-9%,nt,nt
COc1ccccc1-c1nnc(NC(=O)CSc2nncn2C)s1,-6%,2%,0%,155%[activator],12%,-3,-6
C[C@@H]1[C@H](O)[C@@H](C)/C=C/C=C/C=C/C=C/C=C/C=C/C=C/[C@H](O[C@@H]2O[C@H](C)[C@@H](O)[C@H](N)[C@@H]2O)C[C@@H]2O[C@](O)(C[C@@H](O)C[C@@H](O)[C@H](O)CC[C@@H](O)C[C@@H](O)CC(=O)O[C@H]1C)C[C@H](O)[C@H]2C(=O)O,2%,nt,-13%,-16%,nt,nt,nt
O=C(NCc1ccc2c(c1)OCO2)c1ccc(S(=O)(=O)NCC2CCCO2)cc1 (centres undefined),-1%,-11%,?,-5%,-7%,-11,1
CCS(=O)(=O)NCCc1ccc(OC)c(OC)c1,1%,-3%,8%,0%,10%,-7,-1
COc1ccccc1N1CC(C(=O)OC(C)C(=O)N2CCCc3ccccc32)CC1=O (centres undefined),-1%,5%,?,-20%,19%,21,-3
Cc1ccccc1-n1c(=O)c2ccccc2n2nnnc12,-2%,2%,?,18%,21%,-8,-3
CCN1CCN(C(=O)CN(c2cccc(Br)c2)S(=O)(=O)c2ccccc2)CC1,7%,5%,19%,4%,-18%,-1,-2
O=C(NCCC1CCCCN1S(=O)(=O)c1ccc(F)cc1)C(=O)NC1CCCC1 (centres undefined),0%,nt,?,?,31%[activator],nt,nt
O=C1CC(c2ccc(O)cc2)Oc2ccccc21 (centres undefined),6%,nt,195%[activator],251%[activator],8%,nt,nt
CCOC(=O)C1CCN(C(=O)CCN2C(=O)C3C4C=CC(C4)C3C2=O)CC1 (centres undefined),-4%,2%,5.2µM*,28%,1%,-1,1
CCCCOC(=O)Nc1ccc(OC)cc1S(=O)(=O)N1CCOCC1,-11%,-2%,-8%,0%,-3%,-7,-3
COc1ccc(Nc2nc(-c3ccccc3)nc3ccccc23)c(OC)c1,0%,2%,?,?,52%[activator],13,-1
Clc1ccc(C[n+]2cc(-c3ccccc3)n3c2CCCCC3)c(Cl)c1,-5%,-1%,2.6µM*,0.74µM*,-7%,-5&-11,-10&-3
O=C(COn1nnc2ccc(C(F)(F)F)cc21)Nc1c(Cl)cccc1Cl,1%,1%,40%[activator],16%,-4%,-3,-2
O=C(NCc1cccnc1)c1cccc(-c2cc3ccccc3oc2=O)c1,3%,4%,29%,15%,19%,14,13
CCOC(=O)C1=C(COC(=O)/C=C/c2ccc(SC)cc2)NC(=O)NC1C (centres undefined),-3%,nt,14%,-4%,0%,nt,nt
COc1ccc(Cc2nnc(SCC(=O)N(C)CC(=O)Nc3ccc(C)cc3)o2)cc1,1%,nt,-5%,2%,15%,nt,nt
COc1ccc(NC(=S)N(Cc2ccc(C(=O)O)cc2)Cc2ccc(OC)c(OC)c2)cc1,-20%,-2%,0%,21%,-3%,-7,-4
O=C(N/N=C/c1cccs1)c1ccccn1,-13%,?,406%[activator],363%[activator],73%[activator],111*,33*

# The order is random. About 21% of those tested had a hit in this group.
